V1aR counter: activates human V1a receptor in oxytocin agonist counter-screen; P37288; CHO-V1R cells, Fluo-8 calcium fluorescence, agonist mode; 0% DMSO, 100% 3 nM vasopressin; activation, % at 3 µM; 320,000 tested, 0.25% active;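 active = activation above the mean activation of all tested compounds plus 3 SD, per screening run, cut at about 20% in these data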;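 also: signal is peak over basal fluorescence ratio across a 100 second FLIPR read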
Target sequence (P37288 whole entry, looked up): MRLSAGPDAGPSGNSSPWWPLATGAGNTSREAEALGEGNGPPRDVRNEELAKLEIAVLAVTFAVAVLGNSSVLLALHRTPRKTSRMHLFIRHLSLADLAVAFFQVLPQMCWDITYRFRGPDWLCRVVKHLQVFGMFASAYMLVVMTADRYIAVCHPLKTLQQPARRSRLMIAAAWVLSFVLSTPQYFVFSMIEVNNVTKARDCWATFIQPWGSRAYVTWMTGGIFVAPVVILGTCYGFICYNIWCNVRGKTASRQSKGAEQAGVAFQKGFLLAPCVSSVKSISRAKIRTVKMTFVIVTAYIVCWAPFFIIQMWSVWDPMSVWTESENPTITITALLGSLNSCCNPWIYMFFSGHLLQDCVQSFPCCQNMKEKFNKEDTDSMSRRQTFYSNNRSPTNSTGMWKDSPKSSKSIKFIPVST
PfM18AAP inh: blocks P. falciparum M18 aspartyl aminopeptidase | recombinant PfM18AAP, H-Glu-NHMec fluorogenic cleavage | inhibition, % at 7.35 µM | 290,000 tested, 1.2% active | AID 1822;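 active = inhibition above the campaign mean inhibition over all tested compounds plus 3 SD, cut at about 28% in these data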;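 also: 0% = plate median of test compound wells and 100% = 2 mM ZnCl2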
NALP1 inh: inhibitors of NALP1 inflammasome in yeast; AID 2071; 280,000 tested, 0.61% active; S. cerevisiae NALP1/ASC/caspase-1 growth, X-gal OD620, 72 h; inhibition, % at 10 µM; in the data active = inhibition mostly above about 24%, no sharp cut-off; inactive = mostly below about 32%; also: some compounds called inactive have numbers as strong as hits
GalR3 antagonist: blocks the human galanin receptor 3; O60755; AID 651719; inhibition, % at 3 µM; 360,000 tested, 0.44% active; HEK293 GalR3-CNG cAMP membrane potential fluorescence; galR3 body fused to GalR1 C-terminus;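 active = inhibition above the screen-wide average plus 3 SD, cut at about 13% in these data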;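 also: forskolin and galanin both at EC90 stimulate the cells; cAMP rise reported by CNG channel membrane potential dye signal; 0% = forskolin plus galanin with DMSO and 100% = forskolin alone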
Target sequence (O60755 1-299 limits assumed): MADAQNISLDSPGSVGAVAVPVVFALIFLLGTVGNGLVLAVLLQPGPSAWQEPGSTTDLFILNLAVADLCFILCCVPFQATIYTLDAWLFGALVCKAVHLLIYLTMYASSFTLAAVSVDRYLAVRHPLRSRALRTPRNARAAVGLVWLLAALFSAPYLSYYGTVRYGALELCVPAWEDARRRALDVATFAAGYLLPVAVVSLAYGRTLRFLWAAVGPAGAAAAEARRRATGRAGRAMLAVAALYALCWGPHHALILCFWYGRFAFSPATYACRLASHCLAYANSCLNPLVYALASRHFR
MEKK2 WT-MEK5: raises or lowers MEK5 binding to wildtype human MEKK2 PB1 domain; Q9Y2U5; bead flow cytometry, Alexa488-MEK5 binding to MEKK2 WT; actives lie on both sides; binding response (% of control), % at 10 µM; 290,000 tested, 1.1% active; AID 1531; in the data active = binding response below about 67% or above about 130%
GPR7 antag: antagonists of human GPR7 (neuropeptides B/W receptor 1). 290,000 tested, 1.1% active. GPR7-expressing cells, fluorescence antagonist assay. inhibition, % at 4.4 µM. P48145; in the data active = inhibition above about 16%, passing the limit was not always enough;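 also: cells stimulated with the agonist NPW; 0% = agonist with vehicle and 100% = vehicle without agonist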
Target sequence (P48145 whole entry, looked up): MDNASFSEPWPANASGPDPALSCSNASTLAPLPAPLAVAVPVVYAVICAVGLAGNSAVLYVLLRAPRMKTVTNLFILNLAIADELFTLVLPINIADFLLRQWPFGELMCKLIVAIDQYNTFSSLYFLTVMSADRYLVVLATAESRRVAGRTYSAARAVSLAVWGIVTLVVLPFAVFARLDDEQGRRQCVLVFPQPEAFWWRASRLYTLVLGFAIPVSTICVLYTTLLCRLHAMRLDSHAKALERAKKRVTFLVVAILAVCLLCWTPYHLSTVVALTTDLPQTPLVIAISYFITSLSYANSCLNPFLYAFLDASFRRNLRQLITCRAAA
MEKK2 mut-MEK5: signal of MEK5 binding to mutant human MEKK2 PB1 domain; 290,000 tested, 0.35% active; bead flow cytometry, Alexa488-MEK5 binding to MEKK2 mutant; percent response, % at 10 µM; in the data active = percent response above about 24%, passing the limit was not always enough; also: inactives centre near 1; some results filed as inactive read as strong as hits
OXTR potentiate: potentiates the human oxytocin receptor response | P30559 | CHO-OTR cells, Fluo-8 calcium fluorescence, potentiator mode; 0% = oxytocin EC15, 100% = EC100 | activation, % at 3 µM | 320,000 tested, 0.061% active | AID 2445;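 active = activation above that plate's cutoff, the mean activation of tested compounds plus 3 SD, cut at about 6.6% in these data, passing the limit was not always enough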;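 also: 100% uses oxytocin at 75 nM as the full agonist control; some results filed as inactive read as strong as hits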
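Material: human OTR in CHO cells. Compound: 3.0 µM, one dose. Timing: compound 6 min at room temperature before oxytocin, 100 s read. Evaluation: % activation of max/min ratio relative to oxytocin controls. Replication: single well per compound, singlicate. Signal: Fluo-8 calcium dye fluorescence.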
OXTR agonist: agonists of human oxytocin receptor. P30559. CHO-OTR cells, Fluo-8 calcium fluorescence; normalized: DMSO 0%, oxytocin 100%. activation, % at 3 µM. 320,000 tested, 0.32% active;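 active = activation above the mean of all tested compounds plus 3 SD, cutoff set per screening run, cut at about 20% in these data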;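 also: peak over basal fluorescence ratio from a 100 s FLIPR kinetic read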
Numbers without * were called inactive; . = no result given.

SMILES	V1aR counter	PfM18AAP inh	NALP1 inh	GalR3 antagonist	MEKK2 WT-MEK5	GPR7 antag	MEKK2 mut-MEK5	OXTR potentiate	OXTR agonist
O=c1c2ccccc2oc2cc(-c3ccc(CN4CCOCC4)cc3)ccc12	4.8	.	.	1.8	.	.	.	-5.0	6.2
COc1ccc(S(=O)(=O)n2nc(OC(=O)C3CCCCC3)cc2N)cc1	-0.8	3.4	3.0	-1.1	100.0	3.7	7.0	-7.2	-2.3
COc1cc(/C=C(\NC(=O)c2ccccc2)C(=O)Nc2nccs2)ccc1OC(C)=O	1.9	-0.2	21.4	-5.0	97.0	0.8	-2.0	-1.1	2.9
CC(C)CNS(=O)(=O)c1cc(C(=O)N2CCOCC2)c(Cl)cc1Cl	0.0	-1.4	-2.5	-2.9	97.0	-0.4	-1.0	-0.6	-0.1
COc1ccc(CCN2CC(C(=O)Nc3cccc(C(C)=O)c3)CC2=O)cc1OC (stereo unspecified)	0.8	-2.9	4.4	-4.2	90.0	0.0	-8.0	2.7	-0.1
Cc1cccc(NS(=O)(=O)c2ccc(C(=O)N3CCCCCC3)cc2)c1C	5.3	.	.	-6.5	.	.	.	-17.5	8.8
CC(C)CNC(=S)NC(=O)c1ccc(F)cc1	-1.7	-15.2	21.6	-0.5	99.0	9.4	-3.0	-8.2	-3.7
COC(=O)c1ccc(NC(=O)CNC(=O)c2sc3ccccc3c2Cl)cc1	0.5	.	.	3.2	.	.	.	-4.7	-0.2
O=C(COc1ccc2ccccc2c1CN1CCOCC1)N1CCc2ccccc21	1.8	0.8	-0.5	-5.0	110.0	17.9	4.0	-5.7	-0.3
Cc1cc(C(F)(F)F)nc(SCC(=O)Nc2cc(C)on2)n1	-0.2	0.7	12.8	0.3	97.0	-16.5	-2.0	3.3	0.8
COc1ccc2c(c1)cc1c(=O)n(CC(=O)NCCCN3CCOCC3)nc(C)n12	-0.3	-4.3	38.7	1.6	108.0	-8.7	5.0	-5.2	0.4
COc1ccc(/C=C/C(=O)NCc2cn(C)nc2C)cc1COc1ccc(Cl)cc1Br	1.3	-7.0	24.6	.	98.0	3.0	-1.0	-11.0	0.7
O=C(Cc1ccc(S(=O)(=O)N2CCOCC2)s1)NC1CCCCC1	1.6	.	.	-3.1	.	.	.	-2.6	0.7
CCC(CC)C1C(C#N)=C(N)SC(N)=C1C#N	6.1	31.0*	-14.6	-2.8	106.0	22.3*	2.0	-23.2	9.7
CC1(C)OC(=O)C(=NNc2ccc(O)cc2)C(=O)O1	-0.1	9.5	19.1	2.0	.	-8.3	.	-9.5	0.5
O=C(c1cccnc1)N1CCC(Oc2ccc(C(=O)N3CCCCO3)cc2)CC1	2.9	-10.9	0.2	-1.6	83.0	-4.6	-18.0	-11.4	0.8
O=C(O)CSc1nccn1-c1cccc(Cl)c1	0.1	1.0	4.6	4.9	104.0	-1.1	1.0	-16.3	0.1
CN1CCN(C(=O)CCc2nnc3ccc(N4CCC5(CC4)OCCO5)nn23)CC1	1.3	0.6	7.9	1.2	99.0	-6.7	3.0	-5.0	0.7
Cc1ccc(S(=O)(=O)N2CCOCC2)cc1C(=O)Nc1ccc2c(c1)OCCO2	-1.0	.	.	-4.7	.	.	.	-0.7	-1.6
COCCN1CC(CNC(=O)c2cc(COc3ccccc3SC)on2)CC1=O (stereo unspecified)	-0.2	6.5	-0.6	3.6	110.0	-18.1	12.0	-7.0	-1.0
Cc1ccc(NC(=O)CN2C(=O)NC3(CCCc4ccccc43)C2=O)cc1S(=O)(=O)N1CCOCC1 (stereo unspecified)	1.2	-7.5	3.7	4.4	82.0	12.1	-11.0	-14.5	-0.3
COc1ccc(OC)c(S(=O)(=O)NCC(c2ccco2)S(=O)(=O)c2ccccc2)c1 (stereo unspecified)	0.8	.	.	-1.8	.	.	.	-1.3	1.0
CCCCN(C)C(=O)CCCCn1c(=O)[nH]c2cc(OCC)c(OCC)cc2c1=O	-1.0	-1.6	-37.4	-1.0	117.0	11.7	6.0	-12.2	-2.4
COc1ccc(CC(=O)NC(C)c2nnc(SCC(=O)Nc3ccccc3F)n2C)cc1 (stereo unspecified)	0.1	-12.0	-4.0	-1.8	100.0	-13.6	-6.0	-4.8	-0.5
COC(=O)c1c(NC(=O)c2nc3ccccc3s2)sc2c1CCN(C(C)=O)C2	0.2	-7.4	-5.3	.	110.0	0.9	6.0	-5.9	0.2

The list goes on:
SMILES	V1aR counter	PfM18AAP inh	NALP1 inh	GalR3 antagonist	MEKK2 WT-MEK5	GPR7 antag	MEKK2 mut-MEK5	OXTR potentiate	OXTR agonist
CN1OC(COC(=O)c2ccccc2)CC1c1ccccc1 (stereo unspecified)	-0.6	-0.3	-1.3	-3.3	99.0	2.0	-2.0	1.9	-1.9
CCN(CC)N=Nc1[nH]nc2nc(C)cc(C)c12	-0.5	-5.6	0.1	-4.6	104.0	6.7	2.0	-7.8	-1.2
COc1cccc(CC(NC(C)=O)C(=O)NC2CCN(c3nnnn3-c3ccccc3)CC2)c1OC (stereo unspecified)	-0.9	5.0	-7.9	-1.6	108.0	-12.5	2.0	-17.4	-0.9
Cc1ccc(NC(=O)c2ccc3c(c2)OCCO3)cc1S(=O)(=O)Nc1cccc(Cl)c1	4.3	-13.7	13.2	-0.6	103.0	-24.3	4.0	-15.8	1.6
CC(=O)N(C)c1nnc(-c2cnccn2)s1	-0.5	-4.1	2.7	-0.9	.	0.2	.	-8.9	0.5
N#CCCN(CCC#N)S(=O)(=O)c1ccc(C(=O)Nc2nnc(C3=COCCO3)o2)cc1	-0.4	4.5	5.8	-3.1	111.0	-9.5	-1.0	-4.6	0.2
CCOc1ccc(N(CC(=O)Nc2ccc(C)c(C)c2)S(=O)(=O)c2c(C)noc2C)cc1	0.8	-2.1	-27.7	-2.1	134.0*	2.9	7.0	-7.9	-0.1
CCCCN(C(=S)Nc1ccccc1)C1CCS(=O)(=O)C1 (stereo unspecified)	0.7	-5.7	10.2	1.3	99.0	-5.7	4.0	-15.5	0.8
ClC(Cl)c1nnc(-c2ccccc2)c(-c2c[nH]c3ccccc23)n1	0.0	4.1	23.3	-4.9	111.0	11.4	4.0	-6.2	-1.4
COc1ccc(C(=O)c2cn[nH]c2-c2ccc(C)cc2O)cc1	3.4	7.4	8.2	-11.2	102.0	6.0	4.0	-3.1	4.2
CCOc1ccc(CN(C)C(=O)CCN2C(=O)c3ccccc3C2=O)cc1OC	-1.1	-6.8	30.4	-7.7	99.0	13.7	-4.0	-6.1	1.1
Cc1cc(C)nc(N/N=C/C2=C(O)CC(c3ccc(F)cc3)CC2=O)n1 (stereo unspecified)	-0.4	-1.4	.	-3.6	90.0	0.8	-22.0	-8.1	-0.8
CCNc1nc(C)c(CN(C(C)=O)c2ccccc2)nc1C#N	0.0	-12.6	23.0	-6.9	103.0	-4.9	2.0	-7.4	0.0
CC(=O)Nc1ccc(OCCOc2ccc(/C=C3\C(=N)N4N=C(C(C)C)SC4=NC3=O)cc2)cc1	0.5	-3.5	17.0	-11.8	110.0	12.5	12.0	0.9	1.6
O=C(CCCC(=O)N(CC(=O)NC1CCCCC1)Cc1ccccc1)Nc1ccccn1	-0.9	5.2	9.8	-6.0	103.0	-1.0	1.0	-9.7	-1.4
Cc1cccc(N(CC(=O)NC(C)C)C(=O)c2ccc(N3CCCC3)nc2)c1	1.3	2.8	-5.0	-1.3	100.0	-3.4	3.0	-5.6	1.2
ONC(=Nc1ccc(Cl)cc1)c1ccc(Cl)cc1	-0.9	9.5	35.8	-3.5	79.0	-15.5	-10.0	-3.9	-0.3
Cc1cc(C)c(S(=O)(=O)Nc2ccc(O)c(Sc3ncn[nH]3)c2)cc1C	1.0	52.2*	9.2	1.8	103.0	4.9	4.0	-13.1	0.6
Cc1cc(-c2ccc(C(C)C)c(S(=O)(=O)N3CCOc4ccccc43)c2)on1	0.3	-11.5	21.0	-2.7	99.0	-17.4	-2.0	-4.9	-1.3
CC(=O)Nc1ccc(Nc2nnc(-c3ccc(C)c(S(=O)(=O)NCCO)c3)c3ccccc23)cc1	.	4.1	8.6	-3.9	104.0	-4.5	10.0	.	.
CCC(=O)N1CCc2cc(Br)cc(S(=O)(=O)N3CCCC(C(=O)NC(C)(C)C)C3)c21 (stereo unspecified)	0.7	-7.1	-7.5	-10.1	92.0	-1.0	-2.0	-12.2	0.6
Cc1ccc(S(=O)(=O)N(C)C)cc1NC(=O)c1c(-c2c(F)cccc2Cl)noc1C	-1.7	-1.4	0.1	-0.6	89.0	-0.5	-22.0	-8.9	-0.4
CCOC(=O)C1(Cc2ccccc2)C(=O)N(CCCN(C)C)c2ccccc21 (stereo unspecified)	0.6	.	.	-1.0	.	.	.	-5.3	2.3
O=C(OCC(=O)N1CCc2ccccc2C1)c1cccc([N+](=O)[O-])c1	3.8	0.8	31.4	0.2	125.0	7.0	13.0	-1.7	-0.8
O=C(Nc1ccc(Cl)cc1)C1CCCN1C(=O)NCc1ccccc1 (stereo unspecified)	-0.4	1.3	7.0	-7.7	97.0	-11.4	2.0	-7.3	-1.2

Additional compounds.
SMILES	V1aR counter	PfM18AAP inh	NALP1 inh	GalR3 antagonist	MEKK2 WT-MEK5	GPR7 antag	MEKK2 mut-MEK5	OXTR potentiate	OXTR agonist
c1ccc2nc(N3CCOCC3)c(N3CCOCC3)nc2c1	1.4	-2.1	0.6	-2.3	104.0	-7.3	1.0	-5.8	0.2
COc1cc(CN2CCN(c3cccc(Cl)c3)CC2)cc(OC)c1OC	-0.4	6.0	-80.7	-9.3	110.0	5.7	6.0	-5.5	-1.2
CSc1ccccc1NC(=O)c1c(C)noc1C	0.5	-4.2	-3.3	-8.1	114.0	-16.8	7.0	-1.3	0.3
Cc1cccc(C(=O)N2CCN(c3ncnc4c3cnn4-c3ccccc3)CC2)c1	4.5	-2.9	11.1	0.0	100.0	-8.9	24.0*	-17.7	3.2
CCOC(=O)Cc1csc(SCC(=O)Nc2cc(C)ccc2OC)n1	2.0	-3.1	9.9	-7.8	99.0	0.1	0.0	-2.5	2.0
COc1ccc(-c2ccc([C@H]3[C@@H]4C=CCC[C@@]4(C)C(=O)N3Cc3ccccc3)c(F)c2)cc1OC	0.5	.	15.8	-1.2	67.0	.	-1.0	1.7	0.4
COc1cc(/C=N/NC(=O)COc2ccc(-n3cnnn3)cc2)ccc1OCC(N)=O	3.8	-2.2	-2.4	-4.1	99.0	-2.9	-2.0	1.8	0.9
Cc1c(Cl)cccc1NC(=O)Cn1nnc(C(=O)NCc2cccs2)c1N	-1.1	2.4	-12.5	-6.3	86.0	-9.2	-3.0	0.5	0.2
CCCNC(=O)C(Cc1cccc(C#N)c1)NC(=O)c1ccc(C#N)cc1 (stereo unspecified)	0.1	.	.	-4.2	.	.	.	2.2	0.0
COc1ccc(N2CCN(C(=O)CCCn3c(=S)[nH]c4cc5c(cc4c3=O)OCO5)CC2)cc1	-0.6	-12.2	7.0	-1.3	92.0	-11.9	-4.0	-8.3	-1.5

3 compounds out of the list, sorted by length of the SMILES, lowest first:
SMILES	V1aR counter	PfM18AAP inh	NALP1 inh	GalR3 antagonist	MEKK2 WT-MEK5	GPR7 antag	MEKK2 mut-MEK5	OXTR potentiate	OXTR agonist
c1ccc2nc(N3CCOCC3)c(N3CCOCC3)nc2c1	1.4	-2.1	0.6	-2.3	104.0	-7.3	1.0	-5.8	0.2
CCOC(=O)Cc1csc(SCC(=O)Nc2cc(C)ccc2OC)n1	2.0	-3.1	9.9	-7.8	99.0	0.1	0.0	-2.5	2.0
COc1cc(CN2CCN(c3cccc(Cl)c3)CC2)cc(OC)c1OC	-0.4	6.0	-80.7	-9.3	110.0	5.7	6.0	-5.5	-1.2

Screening data deposited in PubChem BioAssay by several laboratories.
